Source: PubChem BioAssay (National Center for Advancing Translational Sciences (NCATS))
PTAP TSG101 blk = blocks PTAP/TSG101 interaction to inhibit HIV-1 budding; Fluorescence polarization, FITC-PTAP peptide / Tsg101 binding; 340,000 tested, under 10 active; AID 493005; Q99816; Potency, µM (doses to about 115 µM), inactives show at the highest dose activity change, negative = inhibition, most hits filed as inhibitors; active = well fitted inhibition curve with a large enough effect in the main read-out, with a control signal flat, not every such curve was filed as active; inconclusive = small, poorly fitted or top-dose-only effect, or effect the other way, or a change in a side signal; inactive = no such curve, though single readings can be large or run the other way; note: potency is the fitted concentration of half-maximal effect; % of control where 0% means no effect
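FP read-out: FITC-PTAP peptide, 50 nM final, binding Tsg101 binding domain, 10 uM final; 20 min, r.t.; 10 mM HEPES pH 7.5, 0.15 M NaCl, 0.01% Tween 20, 3 mM EDTA, 0.1 mM TCEP.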
S-ASM inh = inhibitors of human secretory acid sphingomyelinase | P17405 | placental ASM, HMU-PC fluorogenic substrate, 60 min | Potency, µM (highest dose often 57.5 µM), for the others: at the top dose activity change, negative = inhibition, hits mostly inhibitors | hit rate 0.006% among 340,000 | AID 504937; note: potency is the fitted concentration of half-maximal effect
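qHTS format. ASM enzyme prepared from human placenta hydrolyses the fluorogenic substrate HMU-PC0 (9 uM final) over 60 min at 37 °C after a 10 min compound preincubation.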
Chronic BCR inh = chronic active BCR signaling inhibition; ABC-DLBCL IkBa-CBG/CBR reporter, luminescence ratio, 4 h; Potency, µM (series often up to 46.1 µM), without a hit: at the top dose ratio change, negative = lower green/red ratio, most hits filed as inhibitors; hit rate 0.05% among 340,000; active = well fitted inhibition curve with a large enough effect in the signal ratio, with a control signal flat, not every such curve was filed as active; inconclusive = small, poorly fitted or top-dose-only effect, or effect the other way, or a change in a side signal; the % refers to the signal ratio;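 note: potency is the fitted concentration of half-maximal effect; plate controls were basal doxycycline-induced cells for no effect and cells given 10 µM MG132 for full effect; MG132 reads +100%, hits lower the ratio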
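TMD8 human ABC-DLBCL cells with doxycycline-inducible IκBα–green luciferase fusion and unfused red luciferase, in 0.5% FBS medium; compounds up to 46 uM, 4 h at 37C. Green/red luminescence ratio, filter-overlap corrected, fitted to concentration-response curves.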
Integrin act MD = activators of alpha7 integrin expression for muscular dystrophy; AID 624291; hit rate 0.064% among 350,000; alpha7betagal myoblasts, beta-gal FDG fluorescence, 48 h; Potency, µM (titrated, usually from 38.3 µM), without a hit: at the top dose activation, actives largely listed as activators;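 note: potency is the fitted concentration of half-maximal effect; 100% = response of the positive control SU9516; nearly all actives have a fitted effect of over 60% in size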
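alpha7betagal+/- myoblasts (passage 13, 250/well) treated 48 h at 37C with compounds at 1:260 dilution of DMSO stock. Lysed, then beta-galactosidase activity read as FDG fluorescence (ex 480/em 540) after 30 min, with pre-read for autofluorescence.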
Mito fusion act = inhibitors of mitochondrial division or activators of mitochondrial fusion; S. cerevisiae fusion-defective mutant growth rescue, CellTiterGlo 48 h; Potency, µM (doses to about 46.1 µM), inactives show at the highest dose growth rescue (activation), usual class: activators; hit rate 0.23% among 320,000;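 note: potency is the fitted concentration of half-maximal effect; % of control where 0% means no effect; nearly all actives have a fitted effect of over 45% in size; temperature-sensitive fusion mutants such as fzo1-1 at 37 °C on non-fermentable ethanol glycerol medium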
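Temperature-sensitive fusion-defective S. cerevisiae (e.g. fzo1-1, mgm1-5) were grown with compound in YPEG medium (3% ethanol, 3% glycerol) for 48 hours at 37C. Growth rescue was measured as viability by CellTiterGlo luminescence after 10 minutes at ambient.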
TSHR antagonist = blocks TSH signaling through the human TSH receptor; P16473; TSHR-expressing cells, TSH-stimulated cAMP HTRF, 2 h; active compounds read low; activity change, negative = inhibition, % at 11.5 µM; hit rate 0.2% among 330,000; AID 504810;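 active = activity change below a set negative limit, meaning inhibition stronger than a set level, cut at about -70% in these data; inconclusive = activity change between two set negative limits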; note: % is set by controls: 0 for no effect and ±100 for the full control effect
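Inhibition of cAMP made by TSHR-expressing cells under TSH stimulation (4nM final, EC80; 2 h, 37 deg C) is quantified with a one-step lysis HTRF kit, anti-cAMP cryptate versus cAMP-d2.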
ELG1 repair inh = blocks ELG1-dependent DNA repair in HEK293T cells; Potency, µM (top dose mostly 46.1 µM), for inactives: top-dose activity change, negative = inhibition, actives largely listed as inhibitors; hit rate 2.3% among 330,000; HEK293T ELG1-luciferase reporter, luminescence, 16 h; DNA damage induced by 5-fluorouridine; note: potency is the fitted concentration of half-maximal effect; % is set by controls: 0 for no effect and ±100 for the full control effect; nearly all actives have a fitted effect of over 55% in size
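Overnight (16 hr) co-exposure of 2,000 cells/well to 5-fluorouridine and compound at 37 °C preceded detection. Luciferase was quantified via ONE-Glo luminescence; loss of signal denotes inhibition.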
TCR act = activates T cell receptor signaling; primary human leukocytes, anti-CD3, IL-2 HTRF, 48 h; Potency, µM (series often up to 9.22 µM), without a hit: at the highest dose activation of IL-2 secretion, actives largely listed as activators; 330,000 tested, under 10 active; AID 504894; note: % of control where 0% means no effect
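Activity was scored as IL-2 release from primary human leukocytes given only a TCR signal (a-CD3 beads) plus compound for 48 hr. Detection used a two-antibody HTRF format read at 665nm.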
Eya2 phos inh = blocks the phosphatase activity of human Eya2. O00167. recombinant Eya2, OMFP fluorescence dephosphorylation (OMFP is methylfluorescein phosphate). Potency, µM (top dose mostly 76.9 µM), for inactives: at the highest dose activity, negative = inhibition, most hits filed as inhibitors. hit rate 0.006% among 330,000; note: potency is the fitted concentration of half-maximal effect; % is set by controls: 0 for no effect and ±100 for the full control effect
Target sequence (O00167 whole entry, looked up): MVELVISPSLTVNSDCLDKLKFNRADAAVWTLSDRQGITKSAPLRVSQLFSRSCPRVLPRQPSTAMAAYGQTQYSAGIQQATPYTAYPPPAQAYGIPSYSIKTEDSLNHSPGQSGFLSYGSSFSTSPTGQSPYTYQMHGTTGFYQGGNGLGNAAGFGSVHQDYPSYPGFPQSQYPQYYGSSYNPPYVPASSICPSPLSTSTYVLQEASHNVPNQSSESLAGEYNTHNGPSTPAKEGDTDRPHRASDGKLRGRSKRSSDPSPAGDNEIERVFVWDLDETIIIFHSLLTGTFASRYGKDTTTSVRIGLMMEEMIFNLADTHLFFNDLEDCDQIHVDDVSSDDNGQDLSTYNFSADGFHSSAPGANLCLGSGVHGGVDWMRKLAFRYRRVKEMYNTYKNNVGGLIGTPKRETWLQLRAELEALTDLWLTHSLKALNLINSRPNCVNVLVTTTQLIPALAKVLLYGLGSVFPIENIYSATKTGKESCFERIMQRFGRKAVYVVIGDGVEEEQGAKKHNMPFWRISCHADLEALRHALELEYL
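Eya2 protein (added as 0.2 uM solution) was preincubated with compound for 10 min at ambient temperature in 50 mM HEPES pH 7.5, 50 mM NaCl, 5 uM MgCl2, 0.05% BSA, 1 mM DTT. OMFP (added at 50 uM) then reacted 10 min; fluorescence read at 485/525 nm.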
A-T KAP1 phos = potential ataxia-telangiectasia treatments restoring KAP-1 phosphorylation; hit rate 0.19% among 320,000; Potency, µM (highest dose often 57.5 µM), for the others: at the top dose activation, usual class: activators; […] A-T fibroblasts, KAP-1 phosphorylation AlphaLISA; neocarzinostatin DNA damage 30 min before lysis; AID 485349; note: potency is the fitted concentration of half-maximal effect; % of control where 0% means no effect; nearly all actives have a fitted effect of over 45% in size
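hTERT-immortalized A-T patient fibroblasts ([…]), 500 cells/well in OPTI-MEM, 1% FBS, got compounds for 60 min, then NCS for 30 min at 37C. Lysates were then assayed for phospho-KAP-1 by AlphaLISA (anti-pKAP1 donor, anti-KAP1 acceptor beads), 6 hr at 25C.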
Tb PFK inh = T. brucei PFK enzyme inhibition. O15648. T. brucei PFK, ADP-Glo luminescence. Potency, µM (doses to about 57.5 µM), without a hit: at the highest dose activity, negative = inhibition, usual class: inhibitors. hit rate 0.17% among 330,000. AID 485367;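 note: potency is the fitted concentration of half-maximal effect; 0% = uninhibited 1x PFK enzyme wells and -100% = no-enzyme wells; nearly all actives have a fitted effect of over 60% in size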
Target sequence (O15648 whole entry, looked up): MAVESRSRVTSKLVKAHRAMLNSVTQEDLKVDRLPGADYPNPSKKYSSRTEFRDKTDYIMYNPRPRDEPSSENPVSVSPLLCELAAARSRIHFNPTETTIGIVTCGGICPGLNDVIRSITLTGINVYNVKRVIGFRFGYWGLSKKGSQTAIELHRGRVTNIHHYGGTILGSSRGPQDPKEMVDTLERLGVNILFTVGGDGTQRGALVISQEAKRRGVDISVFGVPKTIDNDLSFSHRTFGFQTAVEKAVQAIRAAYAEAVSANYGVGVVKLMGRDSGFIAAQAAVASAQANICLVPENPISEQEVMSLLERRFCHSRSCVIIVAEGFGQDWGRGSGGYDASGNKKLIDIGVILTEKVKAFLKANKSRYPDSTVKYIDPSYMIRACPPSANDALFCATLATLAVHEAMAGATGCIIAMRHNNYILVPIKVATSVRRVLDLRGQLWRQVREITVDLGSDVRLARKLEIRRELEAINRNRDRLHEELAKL
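Activity is normalized to no-enzyme wells (full inhibition) and 1.25 nM enzyme wells (no inhibition). Reaction: 0.5 mM F6P, 0.1 mM ATP, 45 min RT, ADP-Glo luminescence; concentration-response curves fitted and classed by quality.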
Active calls of the source: *; ? = inconclusive; nt = no result given; [ ] = remark or other dose. Unless noted, calls come from the whole dose curve; as a rule, active = well fitted curve in the direction sought with a large enough effect; inconclusive = small, poorly fitted or top-dose-only effect, or another doubt; inactive = no such curve, though single readings can be large; an effect the other way counts as inactive or inconclusive.

compound	PTAP TSG101 blk	S-ASM inh	Chronic BCR inh	Integrin act MD	Mito fusion act	TSHR antagonist	ELG1 repair inh	TCR act	Eya2 phos inh	A-T KAP1 phos	Tb PFK inh
COc1ccccc1-n1cnc2c(c1=O)c1nc3ccccc3nc1n2-c1ccc(C)c(C)c1	0%	78%[activator]	?	21%	2%	-12	?	4%[46.1 µM]	-10%	-10%	-5%
Cc1cccc(NC(=O)CSc2nnc(-c3ccco3)c(-c3ccco3)n2)c1	-2%	-14%	12%	-5%	1%	-6	0%	2%	-1%	1%[11.5 µM]	-18%
CCc1nc(CNC(=O)C2CCC(=O)N(Cc3cccc(OC)c3)C2)no1 (configuration not stated)	-5%	0%	-6%	?	-6%	16	?	-3%	2%	5%	-2%
O=C(NCC1CCCO1)C(=O)c1c[nH]c2ccccc12 (configuration not stated)	-4%	0%	?	8%	-3%	-2	?	7%	-9%	-3%	0%
COc1ccc(NC(=O)C(=O)NNC(=O)c2cccs2)c(OC)c1	0%	0%	0%	8%	4%	-10	-7%	2%	3%	1%	25%
O=C(CC(C(=O)O)c1cccc(Br)c1)c1ccc(Cl)cc1 (configuration not stated)	-6%	2%	7%	?	19%	1	-3%	1%	-1%	0%	24%
O=C(Nc1ccc(F)cc1)c1ccccc1NS(=O)(=O)N1CCCC1	-1%	4%	?	2%	14%	-8	-17%	-11%	4%	3%	0%
CCN(CC)C(=O)c1n[nH]c(=O)c2ccccc12	nt	2%	?	13%	-1%	9	10%	nt	4%	4%	3%
Cc1ccc(NC(=O)COC(=O)Cn2cnc3ccccc32)c(C)c1	1%	1%	-12%	3%	nt	-8	-4%	0%[46.1 µM]	-4%	-2%	1%
COc1ccccc1CNC(=O)COc1cc2c(c3oc(=O)cc(C)c13)CCC(C)(C)O2	-1%	10%	12%	0%	23%	-9	?	2%	-20%	3%	0%
CCOC(=O)c1cccc(NC(=O)CSc2nnc(C)n2Cc2ccccc2)c1	-9%	3%	2%	-33%	-2%	7	-1%	8%	7%	-5%	1%
COC(=O)c1ccc(CSc2nnc(N)s2)cc1	-9%	2%	-2%	-8%	1%	3	?	2%	14%	7%	2%
CC(C(=O)Nc1ccc(Cl)cc1Cl)N1C(=O)NC2(CCCCCCC2)C1=O (configuration not stated)	-3%	-2%	-7%	-37%	19%	-5	-22%	-1%	10%	5%	-6%
O=C(NC(=S)NCC1CCCO1)c1ccc(Cl)cc1 (configuration not stated)	0%	1%	6%	7%	-2%	6	?	-26%[46.1 µM]	3%	3%	0%
O=C(NCCn1cccc1)c1cccc2ccccc12	-3%	-4%	6%	-12%	3%	-2	3%	4%	0%	0%	-14%
CCn1cc(S(=O)(=O)c2ccc(C)cc2)[nH]c1=O	-2%	-1%	-10%	-2%	2%	9	?	11%	-8%	0%	-1%
CC(=O)Nc1ccc(S(=O)(=O)Oc2ccc3c(c2)C(C)=CC(C)(C)N3)cc1	nt	nt	7%	nt	?	-16	?	3%	-1%	7%	-1%
Cc1cccc(Oc2ccc(N)cc2)c1	0%	-1%	?	-24%	2%	-7	?	-2%	1%	-4%	1%
COc1ccc(C)cc1Nc1nc(C)nc2sc(C)cc12	-5%	-5%	6%	-27%	1%	-15	?	1%	1%	20%	1%
CC(C)CCN1C(=O)c2ccc(C(=O)NCc3ccco3)cc2C1=O	-2%	-2%	4%	7%	6%	-12	-3%	-9%	2%	6%	1%
Cc1ccc(NC(=O)CN2C(=O)NC3(CCc4ccccc43)C2=O)cc1 (configuration not stated)	-7%	3%	-10%	33%	-9%	1	6%	-1%	-18%	-10%	-3%
Nc1nnc(Cc2cccc(Br)c2)s1	0%	1%	5%	16%	-1%	7	-4%	-9%	-18%	12%	?
COc1ccc(CCC(=O)Nc2sc(C(=O)N(C)C)c(C)c2C#N)cc1	-8%	0%	?	4%	2%	-4	5%	0%	6%	-3%	1%
COc1ccccc1NC(=O)Nc1ccccc1C(N)=O	-3%	2%	-2%	?	-2%	-9	?	0%	-4%	-6%	0%
CCCn1nnc(NC(=O)C(C)C)n1	-4%	-1%	1%	29%	5%	-1	2%	2%	-8%	4%	0%
Cn1c(=O)n(CCC(=O)O)c2ccccc21	-6%	5%	-3%	17%	0%	1	-19%	12%	14%	-10%	3%
Cc1[nH]c2ccccc2c1-c1nc2ccccc2[nH]1	-1%	-6%	?	-37%	19%	8	?	4%	-2%	-5%	7%
O=C(CSc1nc2c(c(=O)n1-c1ccc(Cl)cc1)SCC2)N1CCCC1	-4%	4%	3%	-3%	8%	3	2%	0%	-20%	-3%	1%
O=C1Nc2c(Br)cccc2C1=O	-1%	28%	?	-16%	nt	0	?	2%	-10%	3%	-2%
c1ccc(-c2nc(N3CCN(c4ccccc4)CC3)nc(-n3ccnc3)n2)cc1	-5%	-18%	-8%	30%	12%	-23	?	-3%	-13%	4%	1%
Cc1nn(Cc2ccc(C(=O)N3N=C(C(F)F)CC3(O)C(F)F)o2)c(C)c1[N+](=O)[O-] (configuration not stated)	-6%	-1%	-3%	-23%	-3%	-2	?	-4%[46.1 µM]	-2%	4%	10%
Cc1cc(=O)oc2cc(OCC(=O)Nc3nccs3)ccc12	3%	5%	?	-29%	2%	-3	?	-12%	-8%	-8%	-15%
Cc1nc(-c2cccc(S(=O)(=O)N3CCC(C)CC3)c2)cs1	1%	0%	0%	-4%	-1%	-9	-6%	5%	-22%	-3%	0%
O=C(COc1ccc(S(=O)(=O)N2CCOCC2)cc1)NCC1CCCO1 (configuration not stated)	nt	6%	-1%	18%	0%	-3	14%	-7%	4%	-9%	-4%
Cc1c(C(=O)Nc2ccccc2Cl)oc2ccc(S(=O)(=O)N3CCC4(CC3)OCCO4)cc12	-5%	-2%	-11%	2%	1%	-2	3.7µM*	-3%	4%	-9%	5%[0.46 µM]
CC(OC(=O)CN1C(=O)NC2(CCCC2)C1=O)C(=O)Nc1cccc(Cl)c1 (configuration not stated)	0%	1%	5%	-6%	1%	1	2%	2%	-4%	5%	-4%
O=C(/C=C/Nc1ccc(F)cc1)c1ccc(Oc2ncccn2)cc1	-1%	15%	-3%	-16%	-2%	19	?	-3%	-9%	-5%	0%
COc1cc(O)c(C(CCN2CCOCC2)c2ccc3c(c2)OCO3)c(OC)c1 (configuration not stated)	-9%	6%	-8%	-11%	-19%	-6	-1%	9%	-4%	35%	0%
COc1ccccc1C(=O)NCCCNc1ccc([N+](=O)[O-])cc1	-5%	nt	?	?	12%	-8	-18%	4%[46.1 µM]	1%	2%	0%
COCc1ccc(-c2c(-c3ccccc3OC)sc3cc4c(cc23)OCO4)cc1	-2%	-12%	12%	-3%	18%	56	14%	5%	4%	10%	4%
CSC(=NC(C)c1ccccc1)NS(=O)(=O)c1cccs1 (configuration not stated)	-2%	4%	4%	10%	11%	-4	-10%	-3%[46.1 µM]	-2%	5%	5%
CCN(CC)S(=O)(=O)c1ccc(NC(=O)[C@@H](NC(=O)c2cc(OC)cc(OC)c2)C(C)C)cc1	0%	0%	-12%	-23%	2%	1	?	-4%	-5%	1%	0%
Cc1cc(F)ccc1S(=O)(=O)N1CCCOC1CNC(=O)C(=O)NCc1ccco1 (configuration not stated)	-3%	3%	2%	-17%	-2%	0	3%	1%[46.1 µM]	4%	10%	-4%
CC(=O)NCCC(=O)N1CCCC(N(C)CCc2ccccc2)C1 (configuration not stated)	3%	-1%	7%	0%	-1%	1	-15%	nt	1%	0%	-5%
COc1ccccc1CNC(=O)c1ccc2nc3[nH]c4ccccc4c3nc2c1	-1%	0%	?	-35%	-4%	-7	?	-3%[46.1 µM]	-4%	1%	-3%
